# High-throughput results as filed in PubChem.
# TAAR1 antag – human TAAR1 antagonism. Q96RJ0. CHO RD-HGA16 TAAR1, Fluo-8 calcium fluorescence, antagonist. inhibition, % at 3 µM. 360,000 compounds, 1.5% hits. AID 624466;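 active = inhibition above a per-plate cutoff, the mean inhibition of test compounds on that plate plus 3 SD, cut at about 49% in these data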;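 note: 0% = DMSO plus EC80 beta-PEA response and 100% = DMSO alone without agonist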
#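 System: RD-HGA16 CHO cells with stable hTAAR1 and Gα16 | Probe or stimulus: EC80 β-phenethylamine stimulus | Dosing: 3 µM, single point | Times: Dye loading 75 min at 37 °C, then 30 min room temperature | Measured by: Fluo-8 calcium-sensitive fluorescence | Read-out basis: % inhibition of agonist calcium response | Replicates: n of 1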
# M1 PAM parental – counter-screen for M1 PAMs: effect in parental CHO-K1 cells; 360,000 compounds, 0.02% hits; ATP EC20, Fluo-8 calcium fluorescence; 0% at ATP EC20, 100% at ATP max; activation, % at 3 µM;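 active = activation above the run cutoff, the mean activation of all test compounds plus 3 SD, cut at about 40% in these data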;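 note: peak over basal fluorescence ratio in a 140 s read after ATP addition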
# OXTR agonist – activates the human oxytocin receptor; activation, % at 3 µM; AID 2435; 320,000 compounds, 0.32% hits; P30559; CHO-OTR cells, Fluo-8 calcium fluorescence; normalized: DMSO 0%, oxytocin 100%;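 active = activation above the mean of all tested compounds plus 3 SD, cutoff set per screening run, cut at about 20% in these data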;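 note: peak over basal fluorescence ratio from a 100 s FLIPR kinetic read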
# Target sequence (P30559 whole entry, looked up): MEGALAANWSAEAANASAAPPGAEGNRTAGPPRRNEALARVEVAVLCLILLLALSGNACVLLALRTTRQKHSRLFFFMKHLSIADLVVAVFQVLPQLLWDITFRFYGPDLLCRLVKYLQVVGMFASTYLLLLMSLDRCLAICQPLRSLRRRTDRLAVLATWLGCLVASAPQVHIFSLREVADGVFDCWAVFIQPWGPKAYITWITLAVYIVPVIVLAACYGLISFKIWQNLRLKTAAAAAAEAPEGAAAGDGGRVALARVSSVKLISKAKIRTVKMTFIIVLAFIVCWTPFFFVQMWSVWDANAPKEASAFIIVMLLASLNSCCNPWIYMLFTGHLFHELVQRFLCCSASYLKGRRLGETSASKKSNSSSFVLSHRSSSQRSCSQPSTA
# M1 ag parental – counter-screen for M1 agonists: effect in parental CHO-K1 cells; Fluo-8 calcium fluorescence; scaled to maximal ATP response, vehicle zero; activation, % at 3 µM; AID 602248; 360,000 compounds, 0.48% hits; in the data active = activation above about 15%;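 note: untransfected CHO-K1 host cells lacking M1 receptor as counterscreen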
# CHO-K1 Ca antag – nonselective inhibitor or artifact in parental CHO-K1 cells; inhibition, % at 3 µM; ATP-induced calcium, Fluo-8 fluorescence; 360,000 compounds, 0.6% hits;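 active = inhibition above a per-plate cutoff, the plate's mean sample inhibition plus 3 SD, cut at about 24% in these data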;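 note: 0% = DMSO plus EC80 ATP and 100% = DMSO alone without ATP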
# OXTR potentiate – potentiates the human oxytocin receptor response | 320,000 compounds, 0.061% hits | activation, % at 3 µM | P30559 | AID 2445 | CHO-OTR cells, Fluo-8 calcium fluorescence, potentiator mode; 0% = oxytocin EC15, 100% = EC100;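 active = activation above that plate's cutoff, the mean activation of tested compounds plus 3 SD, cut at about 6.6% in these data, passing the limit was not always enough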;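 note: 100% uses oxytocin at 75 nM as the full agonist control; some results filed as inactive read as strong as hits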
#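 System: human OTR in CHO cells; Also added: sub-maximal oxytocin, roughly EC15; Timing: compound 6 min at room temperature before oxytocin, 100 s read; Technique: Fluo-8 intracellular calcium fluorescence, ex 470-495, em 515-575 nm; Controls: oxytocin EC15 low and EC100 high; Replication: singlicate.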
# V1R ag counter – activates human V1a receptor in oxytocin agonist counter-screen; CHO-V1R cells, Fluo-8 calcium fluorescence, agonist mode; 0% DMSO, 100% 3 nM vasopressin; 320,000 compounds, 0.25% hits; activation, % at 3 µM; P37288; AID 2797;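 active = activation above the mean activation of all tested compounds plus 3 SD, per screening run, cut at about 20% in these data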;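 note: signal is peak over basal fluorescence ratio across a 100 second FLIPR read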
# Target sequence (P37288 whole entry, looked up): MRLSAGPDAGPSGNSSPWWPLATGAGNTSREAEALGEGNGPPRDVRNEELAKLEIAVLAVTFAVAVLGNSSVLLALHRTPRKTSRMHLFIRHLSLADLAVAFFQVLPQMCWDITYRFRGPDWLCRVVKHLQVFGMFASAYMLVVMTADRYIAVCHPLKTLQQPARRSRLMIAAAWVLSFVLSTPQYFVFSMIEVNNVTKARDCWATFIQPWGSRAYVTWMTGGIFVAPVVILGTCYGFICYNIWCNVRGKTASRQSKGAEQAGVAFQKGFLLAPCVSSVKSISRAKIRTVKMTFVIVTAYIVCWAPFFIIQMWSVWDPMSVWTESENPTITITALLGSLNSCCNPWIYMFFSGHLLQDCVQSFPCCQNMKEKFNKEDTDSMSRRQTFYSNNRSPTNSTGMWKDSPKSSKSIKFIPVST
# CHO parental Ca – counter-screen: ATP calcium response change in parental CHO cells | 330,000 compounds, 0.63% hits | inhibition, % at 5.6 µM | parental CHO-K1, ATP-induced calcium, Fluo-8 fluorescence;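 active = inhibition above that plate's mean sample inhibition plus 3 SD, cut at about 26% in these data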;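 note: 0% = ATP-challenged DMSO wells and 100% = DMSO wells without ATP; some compounds past the cut are filed as inactive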
#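 Assay system: untransfected parental CHO cell line. Also added: ATP agonist challenge. Dosing: one dose, 5.6 µM nominal. Measured by: Fluo-8 fluorescence. Read-out: % inhibition. Benchmarks: ATP wells versus no-ATP DMSO wells. Repeats: no replicates.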
# GPR7 antagonist – blocks human GPR7 receptor signaling; P48145; GPR7-expressing cells, fluorescence antagonist assay; inhibition, % at 4.4 µM; 290,000 compounds, 1.1% hits; in the data active = inhibition above about 16%, passing the limit was not always enough;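 note: cells stimulated with the agonist NPW; 0% = agonist with vehicle and 100% = vehicle without agonist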
# Numbers without * were called inactive; x = not tested or not shown.
SMILES,TAAR1 antag,M1 PAM parental,OXTR agonist,M1 ag parental,CHO-K1 Ca antag,OXTR potentiate,V1R ag counter,CHO parental Ca,GPR7 antagonist
O=C(C[n+]1ccccc1)Nc1ccc(Oc2ccccc2)cc1,17,22,1.6,0.3,-14,2,0.1,4,13
CCN(C(=O)c1ccc(N2CC3CC(C2)c2cccc(=O)n2C3)c(NC(=O)c2ccncc2)c1)c1cccc(C)c1 (stereo not drawn),-1,7,-0.7,0.3,-5,-7,0.3,-17,-10
CCSc1ccccc1C(=O)N1CCN(c2ccccc2F)CC1,-2,20,-0.6,1.1,-5,0,-0.3,-9,4
CCOC(=O)c1sc(=NC(=O)c2ccccc2Br)n(C)c1C,-22,-4,-2.4,-0.3,6,0,-1.1,-7,-11
CCN1C(=O)[C@H]2[C@H]3CN=C(SCc4ccc(C)cc4)N3[C@@](C)(C(=O)OC)[C@H]2C1=O,4,7,x,0.2,-8,x,x,-11,x
O=C1CC(c2ccc(OCCCCCOc3ccc(C4CC(=O)NC4=O)cc3)cc2)C(=O)N1 (stereo not drawn),64*,7,2.8,10,8,-1,4.0,-17,2
CCn1c(=O)c2cc(C(=O)NCCCOC)sc2c2ccccc21,2,-22,-0.8,-0.4,12,-20,1.3,-4,13
CN(Cc1ccccc1)C(=O)C1CCN(S(=O)(=O)c2cccc3nsnc23)CC1,-4,-9,4.5,8.6,-14,-11,6.0,-9,5
O=C(NCc1cccnc1)c1cc(C2CCCCN2C(=O)c2cccs2)on1 (stereo not drawn),-2,27,x,1.0,-11,x,x,x,x
CCOC(=O)COn1c(=O)c[n+]([O-])c2ccccc21,-8,10,0.7,0.3,3,-2,2.1,8,-9
O=C(O)CN1C(=O)c2ccc(C(=O)c3ccccc3)cc2C1=O,-4,-10,0.3,-0.1,13,-1,-0.9,6,0
NC(=O)NCC(c1ccccc1)C1CCCCC1 (stereo not drawn),-10,-2,-0.7,0.3,0,-6,-0.4,-8,-17
COc1ccccc1CC(=O)Nc1cc2oc3ccccc3c2cc1OC,-20,7,0.4,-0.2,5,-10,1.2,15,-10
Cc1ccc(C2C=NN(c3ccccc3)C2=O)cc1 (stereo not drawn),18,22,0.7,0.2,-16,-10,-0.3,-8,-4
CN(c1ccccc1)S(=O)(=O)c1cccc(NC(=O)c2ccncc2)c1,16,-1,13,15*,4,-8,8.7,11,-6
CCc1cc(CN2CCOCC2)c(NC(=O)c2ccccc2)s1,-19,3,-1.2,0.4,-17,-3,1.7,-1,-10
O=C(O)c1ccccc1C(=O)c1ccc(Cl)cc1,-8,17,0.9,1.4,-9,-10,1.7,-6,-20
O=C(c1[nH]c(C(F)(F)F)nc1-c1ccccc1)N1CCN(c2ncc(C(F)(F)F)cc2Cl)CC1,49*,2,x,13,-4,x,x,x,x
CS(=O)(=O)N1CCN(Cc2ccc([N+](=O)[O-])cc2)CC1,7,3,-0.5,0.0,-3,-3,0.1,3,1
CCOC(=O)COc1cc(-n2c(=S)[nH]c3cc(OC)c(OC)cc3c2=O)c(Cl)cc1Cl,-6,-4,-0.3,0.0,0,-5,0.6,-4,-15
Cc1ccc(S(=O)(=O)N2CCN(c3ccc(S(=O)(=O)N4CCOCC4)cn3)CC2)cc1,5,1,1.0,0.2,7,-8,0.8,0,-6
CCOc1ccc(-c2c(C(=O)N/N=C(\C)c3ccco3)nnn2-c2nonc2N)cc1,1,0,26*,0.6,-2,-19,23*,-10,-14
Cc1ccc(-n2nc(C)c(C3(O)C(=O)N(C(C)C)c4ccccc43)c2N)cc1 (stereo not drawn),-15,24,-2.3,1.5,-9,-2,-0.1,-6,9
COC(=O)N(C)c1ccccc1C(=O)N1CCOCC1,13,13,0.8,-0.2,-1,-5,-0.4,-5,-9
COc1ccccc1C(=O)N/C(=C/c1ccco1)C(=O)Nc1cccc(C(=O)O)c1,0,10,0.2,-0.3,-2,-9,1.5,-10,-8
O=C(CS(=O)(=O)c1ccccc1Cl)N1CCOCC1,-10,12,-0.1,0.8,-3,-10,1.1,-1,3
O=C(CSc1ccc(Br)cc1)NCC(c1cccs1)N1CCOCC1 (stereo not drawn),9,0,3.3,9.7,-2,-10,5.2,-4,x
O=C(NCCc1ccc(Cl)cc1)C1CCN(S(=O)(=O)c2cccs2)CC1,61*,11,4.5,4.1,-13,-20,8.4,4,3
CC(=O)N1CN(CCCn2ccnc2)Cc2c1sc1c2CCCC1,1,23,0.6,0.6,-16,-10,0.8,-22,4
Cc1ccc2onc(CC(=O)O)c2c1,-8,-5,0.3,-0.6,16,-3,0.5,-2,-7
O=C(CNC(=O)C1CCCC1)Nc1ccccc1Br,-9,2,0.2,-0.2,-2,4,0.3,-16,x
O=[N+]([O-])c1cc(S(=O)(=O)Nc2ccccc2)ccc1NCc1ccccc1,3,10,1.0,0.3,-4,-8,2.6,-22,-9
CC(=O)N1C(=O)N(C(C)=O)C2C1N(C)C(=O)N2C(C)=O (stereo not drawn),7,20,0.8,-0.3,-9,-4,0.5,-8,-1
O=C(CNC(=O)c1ccccc1F)OCc1csc(-c2ccccc2)n1,-3,7,-0.5,1.5,0,-3,0.1,-17,-13
CCCC(CCC)=NNc1ccc(S(=O)(=O)Nc2ccccc2OC)cc1[N+](=O)[O-],-9,1,-0.7,0.2,0,-7,-0.4,-11,-6
CCOC(=O)N1CCC(NC(=O)CN2C(=O)CSc3ncccc32)CC1,-7,8,1.6,0.6,-2,2,1.5,1,-2
Cc1cccc(CCN2CCN=C2Nc2ccccc2)c1,22,7,3.6,7.7,-12,-10,2.1,-1,x
O=C(NCCCN1CCOCC1)c1ccc2c(=O)n(Cc3cccc(Br)c3)c(=S)[nH]c2c1,x,-10,2.9,2.9,5,-10,5.2,10,20
CCc1ccc(C(N)=S)cc1,-29,-7,-1.5,3.7,3,-5,-0.9,-5,0
CC(=O)c1c(C)[nH]c(C2=NNC(=NCc3ccccc3)SC2)c1C,-4,7,-1.0,-0.6,-7,-8,0.4,-21,-4

# Full records, quoted from the list:
# Shown for CCCC(CCC)=NNc1ccc(S(=O)(=O)Nc2ccccc2OC)cc1[N+](=O)[O-] : TAAR1 antag: -9; M1 PAM parental: 1; OXTR agonist: -0.7; M1 ag parental: 0.2; CHO-K1 Ca antag: 0; OXTR potentiate: -7; V1R ag counter: -0.4; CHO parental Ca: -11; GPR7 antagonist: -6
# Shown for O=[N+]([O-])c1cc(S(=O)(=O)Nc2ccccc2)ccc1NCc1ccccc1 : TAAR1 antag: 3; M1 PAM parental: 10; OXTR agonist: 1.0; M1 ag parental: 0.3; CHO-K1 Ca antag: -4; OXTR potentiate: -8; V1R ag counter: 2.6; CHO parental Ca: -22; GPR7 antagonist: -9

# (further entries)
SMILES,TAAR1 antag,M1 PAM parental,OXTR agonist,M1 ag parental,CHO-K1 Ca antag,OXTR potentiate,V1R ag counter,CHO parental Ca,GPR7 antagonist
O=c1[nH]cnc2c1ncn2C1OC(CO)CC1F (stereo not drawn),-11,-1,x,0.1,1,x,x,x,x
COc1ccc(NC(=O)CCNS(=O)(=O)c2ccc3[nH]c(=O)oc3c2)cc1Cl,2,22,0.8,0.2,-5,-3,0.2,3,-6
CN(C)c1ccc(CNCCC2(O)CCOC(C)(C)C2)cc1 (stereo not drawn),-9,27,0.9,0.7,-18,-6,1.7,-11,-3
O=C(NCCCc1ccccc1)c1cccc(NC(=O)c2ccccc2)c1,29,10,x,4.8,-6,x,x,x,x
O=C1C=C(c2ccc(F)cc2OCc2ccccc2)C[C@@H](c2ccc3c(c2)OCO3)C1,24,2,0.4,0.1,-8,-1,0.2,-12,x
CC1C/C(=N\Nc2ccc(S(N)(=O)=O)cc2[N+](=O)[O-])CC(C)(C)C1 (stereo not drawn),8,22,-3.0,0.0,-2,-8,-0.7,0,-16
CCCNC(=O)C1(C)CCCN(Cc2ccccc2C#N)C1 (stereo not drawn),11,6,x,0.0,-8,x,x,x,x
CN(C(=O)COC(=O)CNC(=O)c1ccc(C(C)(C)C)cc1)c1c(N)n(Cc2ccccc2)c(=O)[nH]c1=O,-17,8,-0.6,1.8,-8,-7,-0.4,-1,x
CC(=O)C[C@H]1c2cc(C(F)(F)F)ccc2S(=O)(=O)N1Cc1ccccc1,12,14,1.0,1.0,-12,-12,1.3,-23,x
COCCN1C(=O)COc2ccccc2C1C(=O)Nc1ccc2c(c1)OCCO2 (stereo not drawn),-10,1,x,0.3,-11,x,x,x,x
OC(c1ccccc1)(c1nc(-c2cc3ccccc3o2)cs1)C(F)(F)F (stereo not drawn),41,-5,x,1.1,-15,x,x,x,x
O=C1CSc2ccc(S(=O)(=O)CCC(=O)NC3CCCCC3)cc2N1,-23,-22,-1.0,-0.1,8,-9,0.5,-9,-6
O=C(NC1CCOC1=O)c1ccccc1 (stereo not drawn),-1,-4,x,1.6,10,x,x,x,x
C=CCSc1nc2sc3c(c2c(=O)[nH]1)CCC3,-9,0,-0.4,-0.2,-2,-5,-1.3,-7,-6
N=c1n(CCO)c2ccccc2n1Cc1ccc(Cl)cc1,-4,12,-0.3,0.4,-12,-10,-0.3,-12,1
COC(=O)c1ccc(NC(=O)CC2C(=O)N(C)C(=S)N2Cc2ccc(S(N)(=O)=O)cc2)cc1 (stereo not drawn),-20,17,-0.2,2.1,-12,-1,1.6,1,-14
CCN(C(=O)COC(=O)c1cc2c(s1)CCCCC2)C1CCS(=O)(=O)C1 (stereo not drawn),-9,9,3.2,0.8,3,-8,2.8,-11,7
O=C(C1CC(c2ccc(F)cc2)=NO1)N1CCCc2ccccc21 (stereo not drawn),4,23,-2.5,2.5,-11,-5,-1.0,-19,2
NC(=O)c1ccc(-c2nnn(CC(=O)Nc3cccc(S(=O)(=O)N4CCCC4)c3)n2)cc1,10,0,0.6,0.1,-10,2,0.2,-4,x
O=c1cnc2ccccc2n1Cc1ccc(Br)cc1,4,-5,-1.1,2.5,-7,-7,4.0,-18,5
CCOC(=S)SCC(=O)Nc1nc(-c2ccccc2)cs1,9,19,-2.1,4.5,-8,-2,0.6,-5,11
CCOC(=O)N1CCN(c2c(NCCc3ccc(OC)c(OC)c3)c(=O)c2=O)CC1,-8,10,-0.3,0.5,0,-7,1.6,1,-3
Cc1ccc(S(=O)(=O)/N=C2\SC(CC(=O)Nc3ccc(F)cc3)C(=O)N2c2ccccc2)cc1 (stereo not drawn),1,20,0.4,1.7,-3,-5,-1.1,-14,-1
CCOc1ccccc1CN1CCNC(=O)C1CC(=O)N(C)CCC1CCOCC1 (stereo not drawn),-3,-2,0.2,0.1,-5,-5,0.3,-16,-15
CCOC(=O)c1cccc(NC(=O)CNC(=O)C2CCCCC2)c1,-7,-3,-1.2,0.2,-16,-3,-0.3,-17,-18
